# Screening results: PubChem, National Center for Advancing Translational Sciences (NCATS)
# TGFb SMAD3 inh: TGF-b pathway inhibition; HepG2 CAGA-GFP TGF-b/SMAD3 reporter, GFP fluorescence, 18 h; TGF-beta stimulated, 500 pg/mL final; Potency, µM (series often up to 46.1 µM), for the others: at the top dose activity, negative = inhibition, hits mostly inhibitors; 410,000 tested, 1.2% active; AID 588855; further: potency means the concentration at half of the fitted maximal effect; on the % scale 0 is the no-effect control and ±100 the full control effect; nearly all actives have a fitted effect of over 65% in size
#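 HEPG2 CAGA-GFP reporter cells (1000/well, DMEM with 1% FBS) received compounds, then recombinant TGF-beta at 500 pg/mL final for 18 hours at 37 degrees C. Per-cell GFP summed per well was normalised to unstimulated and stimulated DMSO controls before curve fitting.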
# IL-1B inflam inh: inflammasome signaling inhibition, IL-1 beta readout. activity change, % at 57.5 µM. THP-1 LPS/ATP IL-1B secretion, AlphaLISA, 16 h; active compounds read low. 360,000 tested, 4.7% active; in the data active means activity change below about -50%; inconclusive means mostly about -30% to -49%; further: on the % scale 0 is the no-effect control and ±100 the full control effect
#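 THP-1 cells pretreated 1 hr with compounds (up to 57.5 uM final), then stimulated with LPS (250 ng/mL final) plus ATP (1.25 mM final); secreted IL-1B measured by AlphaLISA after 16 hr, decreased signal indicating inhibition.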
# Nrf2 block: blocks Nrf2 signaling; 360,000 tested, 2.1% active; Potency, µM (series often up to 46 µM), for the others: top-dose activity change, negative = inhibition, most hits filed as inhibitors; AID 504444; A549 ARE-Fluc reporter, luciferase luminescence, 18-24 h; further: potency means the concentration at half of the fitted maximal effect; on the % scale 0 is the no-effect control and ±100 the full control effect; nearly all actives have a fitted effect of over 60% in size
#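 A549 ARE_Fluc cells (5000/well, 5% FBS OPTI-MEM) pre-incubated 2 h, then treated with compounds 18-24 h at 37C/5% CO2 in concentration-response. CellTiter-Fluor viability read first; BugLite luciferase luminescence after 15 min at room temperature gives Nrf2 activity.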
# MCF10A rerep: inducers of DNA re-replication in MCF 10A breast cells; Potency, µM (top dose mostly 46.1 µM), inactives show at the top dose activity, positive = re-replication, actives largely listed as activators; AID 624296; MCF 10A DNA re-replication, Hoechst nuclear intensity, 48 h; 350,000 tested, 2.9% active; further: potency means the concentration at half of the fitted maximal effect; % of control where 0% means no effect; nearly all actives have a fitted effect of over 50% in size
# S2 tox: reduces viability in counter-screen for ATXN expression inhibitors. Potency, µM (series often up to 56.7 µM), hits mostly cytotoxic. 400,000 tested, 0.49% active. S2 cells (HEK-293 line with an ATXN2-luciferase reporter) viability, CellTiter-Fluor protease fluorescence, 24 h. AID 651635; further: potency means the concentration at half of the fitted maximal effect; nearly all actives have a fitted effect of over 40% in size
# A549 tox: kills or reduces viability of A549 cells in Nrf2 counter-screen. 390,000 tested, 0.16% active. Potency, µM (titrated, usually from 46 µM), for inactives: at the top dose activity change, negative = cytotoxicity, most hits filed as inhibitors. A549 ARE-Fluc cells, CellTiter-Fluor viability, 18-24 h; further: potency means the concentration at half of the fitted maximal effect; on the % scale 0 is the no-effect control and ±100 the full control effect
#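 A549 ARE_Fluc cells in 5% FBS OPTI-MEM were exposed to compounds in concentration-response for 18-24 h at 37 deg C. Viability was read by CellTiter-Fluor fluorescence (Ex 405/Em 525) after 30 min, before the luciferase read.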
# HepG2 tox: kills HepG2 cells in TGF-b inhibitor counter-screen | HepG2 CAGA-GFP viability, ATP luminescence, 18 h | Potency, µM (series often up to 46.1 µM), for inactives: top-dose activity change, negative = cytotoxicity, hits mostly cytotoxic | 410,000 tested, 0.76% active; further: potency means the concentration at half of the fitted maximal effect; some results filed as inactive show a strong effect at the top dose
#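 HepG2 CAGA-GFP cells (1000/well, DMEM with 1% FBS) received compound, then TGF-beta at 500 pg/mL final, and were incubated 18 hours at 37 degrees C. Viability was read by CellTiter-Glo luminescence. Media-only wells were set as complete cell-killing and DMSO as no toxicity.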
# ATXN2 expr inh: ATXN2 expression inhibition; HEK-293 ATXN2-luciferase reporter, luminescence, 24 h; Potency, µM (series often up to 57 µM), without a hit: top-dose activity change, negative = inhibition, most hits filed as inhibitors; 360,000 tested, 0.72% active; further: potency means the concentration at half of the fitted maximal effect; on the % scale 0 is the no-effect control and ±100 the full control effect; nearly all actives have a fitted effect of over 55% in size
#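 ATXN2-luciferase reporter cells (luciferase flanked by upstream and downstream ATXN2 gene portions) were treated 24 h at 37 °C with compounds at up to 57 uM. SteadyGlo luminescence gave expression; GF-AFC fluorescence gave viability.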
# Nrf2 ARE act: activators of Nrf2 (ARE) signaling; AREc32 ARE-luciferase reporter (MCF7-derived line), luminescence, 24 h; Potency, µM (series often up to 46.1 µM), inactives show at the top dose activation, usual class: activators; 410,000 tested, 0.31% active; further: potency means the concentration at half of the fitted maximal effect; % of control where 0% means no effect; nearly all actives have a fitted effect of over 65% in size
#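 Steps: seed AREc32_Fluc cells (1000/well, 5% FBS OPTI-MEM); incubate overnight at 37 deg C; add 23 nL compound; incubate 24 hr; add Steady-Glo; hold 30 min RT; read luminescence.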
# Starred values were filed as active, the others as inactive; i = inactive; ? = inconclusive; . = no result given; [ ] = another dose, or the depositor's remark. Unless noted, the call rests on the fitted dose curve; in most records, active means well fitted curve in the direction sought with a large enough effect; inconclusive means small, poorly fitted or top-dose-only effect, or another doubt; inactive means no such curve, though single readings can be large; an effect the other way counts as inactive or inconclusive. Compounds as they come; about 8.8% have a hit in one of these screens.
SMILES,TGFb SMAD3 inh,IL-1B inflam inh,Nrf2 block,MCF10A rerep,S2 tox,A549 tox,HepG2 tox,ATXN2 expr inh,Nrf2 ARE act
COc1ccc(S(=O)(=O)N2Cc3ccccc3CC2C(=O)Nc2cc(Cl)ccc2Cl)cc1 (stereo not given),0%,.,-18%,.,i,8%,-21%,-10%,1.1%
COc1ccccc1CCNC(=O)C(=O)NCC1OCCN1S(=O)(=O)c1ccc(C)cc1 (stereo not given),3%,20,?,8%,i,1%,-5%,18%,2.4%
CCc1nnc(NC(=O)Cn2c(=O)oc3ccccc32)s1,7%,31,-9%,2%,i,-4%,-1%,-4%,0.3%
Nc1ccc(-n2nnnc2CN2CCOCC2)cc1,7%,-14,13%,5%,i,1%,-4%,17%,0.2%
O=C(NCn1cnccc1=O)c1ccccc1,-8%,8,.,-24%,i,4%,8%,3%,-1.3%
Cc1ccc(C)c(NC(=O)COC(=O)CC2c3ccccc3CCN2S(=O)(=O)c2ccc(F)cc2)c1 (stereo not given),-18%,0,10%,8%,i,13%,-38%,-23%,-0.1%
S=C(NCc1ccc(Cl)cc1)NC12CC3CC(CC(C3)C1)C2,11µM*,?,?,?,?,0%,5%,?,7.4%
Cc1ccc(NC(=O)CSc2cn[nH]n2)cc1,1%,-2,?,-1%,i,2%,-13%,19%,-0.2%
Cc1ccccc1NC(=S)NC(=O)/C=C/c1ccco1,15%,-19,?,10%,i,-26%,-8%,-12%,18µM*
Cc1cccc(N/C(=N/S(=O)(=O)c2ccccc2)c2ccccc2)n1,0%,-6,5%,-1%,i,-2%,0%,1%,0.0%
CN(c1ccccc1)S(=O)(=O)c1ccc(Cl)c(C(=O)Nc2ccncc2)c1,-1%,50,8.2µM*,0%,i,1%,4%,.,10%
CCOC(=O)CNC(=O)c1cn(C)c(=O)c2cc(OC)c(OC)cc12,-8%,2,?,-6%,i,-2%,0%,-7%,0.4%
COc1ccc2c(c1)OC(O)(C(F)(F)C(F)F)CC2=O (stereo not given),?,19,?,-7%,i,?,-30%,-12%,0.2%
COc1ccc(C(=O)OCC(=O)Nc2cc(C)on2)cc1F,5%,11,.,.,i,.,-3%,.,-0.2%
COc1ccc(-c2noc(C3CCCN(C(=O)c4ccc(F)cc4)C3)n2)cc1 (stereo not given),-5%,?,4%,18%,i,1%,-4%,-26%,2.1%
CCN(C(=O)CN1CCCCC1C)c1c(N)n(Cc2ccccc2)c(=O)[nH]c1=O (stereo not given),-1%,1,4%,-1%,i,12%,-1%,-10%,-1.5%
CCCC(C(=O)Nc1cc(S(=O)(=O)N2CCOCC2)ccc1OC)c1ccccc1 (stereo not given),-10%,6,-14%,-26%,i,2%,-10%,-1%,-0.3%
CC(C)CC(NC(=O)/C(=C/c1ccco1)NC(=O)c1ccc(Br)o1)C(=O)O (stereo not given),13%,0,-3%,-7%,i,5%,-1%,.,0.4%
Cc1nn2c(NCCN(C)C)c3c(nc2c1-c1ccccc1)CCC3,?,-22,-7%,-3%,?,0%,-62%,-23%,0.3%
COC(=O)c1ccc(NC(=O)CSc2nnc(-c3ccncc3)n2N)cc1,-12%,-2,2%,-5%,i,.,6%,10%,-0.3%
Cn1c(=O)c2ncn(CC(=O)NCCOc3ccccc3)c2n(C)c1=O,-26%,8,8%,5%,i,-1%,12%,7%,0.2%
Cc1ccc(CSc2nnc3c(n2)OC2(Nc4ccccc4-3)C(=O)Nc3ccc(F)cc32)cc1 (stereo not given),-5%,38,4%,-3%,i,-5%,4%,-8%,7.1%
CC(=O)Nc1ccc(S(=O)(=O)Nc2ccc(C(=O)NCC(=O)O)cc2)cc1,11%,4,7%,-3%,i,0%,7%,9%,0.5%
CCc1ccc2occ(CC(=O)N(Cc3ccccc3)C3CCS(=O)(=O)C3)c2c1 (stereo not given),-26%,.,-12%,.,?,-7%,-19%,-12%,0.7%
O=C(COC(=O)c1cc(=O)[nH]c2ccccc12)NC(=O)c1ccccc1,-3%,1,7%,-1%,i,5%,1%,18%,-0.5%
CC(C)c1cccc(C(C)C)c1NC(=O)c1ccc(-c2cc(Cl)ccc2Cl)o1,-4%,0,.,.,i,.,-12%,7%,-0.9%
CCCCNC(=O)C1(C)CCN1C(=O)c1sccc1C (stereo not given),-10%,0,.,.,i,.,-7%,7%,-0.3%
CCN1CCN(C(=O)Cn2ncc3c([nH]c4ccccc43)c2=O)CC1,11%,9,-3%,-9%,i,8%,7%,.,0.0%
CCOc1ccccc1NC(=O)CCCc1nc2ccccc2c(=O)[nH]1,-10%,13,.,28%,i,?,-47%,20µM*,0.1%
CCCCCC(=O)N1C[C@H](n2cc(COC(=O)c3ccccc3)nn2)[C@@H](O)C[C@@H]1c1ccc(OC)cc1,-7%,-4,.,.,?,.,-27%,?,6.6%
COc1ccccc1N1CCN(C2CCCN(C(=O)c3ccsc3)C2)CC1 (stereo not given),-1%,0,-1%,8%,i,2%,-12%,4%,0.3%
CCn1c(C)nc2cc(C(=O)N/N=C/c3ccc(O)c(O)c3O)ccc21,-14%,24,-3%,24%,i,?,-16%,-23%[11.3 µM],0.1%
O=C(NCC(=O)N(c1ccc2c(c1)OCCO2)C(C(=O)NC1CCCC1)c1ccco1)c1ccco1 (stereo not given),-2%,5,9%,11%,i,0%,-14%,2%,0.5%
CC(=O)Nc1cc2nc(C)n(Cc3ccccc3[N+](=O)[O-])c2nc1C,-15%,3,-4%,-1%,i,-2%,-11%,-9%,-0.5%
CCCCCCN1CCN(C2CN(Cc3ccccc3)S(=O)(=O)C2)CC1 (stereo not given),-5%,-12,.,.,i,.,-5%,-7%,0.3%
CC/C(=C(/c1ccccc1)c1ccc(OCC[N+](C)(C)C)cc1)c1ccccc1,-4%,-61*,-7%,26%,i,-3%,-4%,-31%,2.6%
COC(=O)c1ccc(COc2ccc(F)cc2)o1,0%,-20,-10%,0%,i,1%,-1%,7%,-0.4%
COCOCCn1cc(CN2CCS(=O)(=O)N(Cc3ccc(-c4ccc(Cl)nc4)cc3)C(C)C2=O)nn1 (stereo not given),2%,-4,.,.,i,.,-9%,-14%,2.1%
O=C(COC(=O)/C=C/c1cccc(Br)c1)Nc1cccc(S(=O)(=O)NC2=NCCC2)c1,-2%,-16,-7%,-7%,i,5%,-6%,.,2.1%
CC(C)CNC(=O)COc1ncnc2sccc12,-23%,-8,3%,1%,i,1%,-21%,.,0.3%

# Records listed above marked active in IL-1B inflam inh.
structure	IL-1B inflam inh
CC/C(=C(/c1ccccc1)c1ccc(OCC[N+](C)(C)C)cc1)c1ccccc1	-61*

# Carrying on.
SMILES,TGFb SMAD3 inh,IL-1B inflam inh,Nrf2 block,MCF10A rerep,S2 tox,A549 tox,HepG2 tox,ATXN2 expr inh,Nrf2 ARE act
Cc1cccc(CC(=O)NC2CCS(=O)(=O)C2)c1 (stereo not given),-22%,8,12%,-2%,?,-5%,-3%,0%,-0.8%
CS(=O)(=O)c1[nH]nc(-c2ccccc2)c1C#N,0%,1,-33%,7%,i,5%,101%,13%,-1.5%
O=C(COC(=O)c1ccccc1F)NC1CC1,2%,4,33%,-4%,i,4%,3%,10%,-0.9%
CC1CCc2c(sc(NC(=O)C3=COCCO3)c2C(N)=O)C1 (stereo not given),1%,-3,?,18%,i,-1%,-5%,.,4.7%
c1ccc(COc2ccc(CN3CCN(c4ccccn4)CC3)cc2)cc1,0%,14,?,?,i,-4%,-9%,42%[activator],0.4%
O=C(Cn1c(=O)nc(-c2ccccc2F)c2cc(Cl)ccc21)Nc1ccccc1C(F)(F)F,23%,.,.,.,.,?,2%,.,0.5%
CCc1ccc(N(C(=O)CNC(=O)c2ccco2)C(C(=O)NC2CCCC2)c2ccncc2)cc1 (stereo not given),-2%,-4,8%,-1%,i,0%,6%,-7%,-0.6%
COc1ccc(/C=C(/NC(=O)c2ccccc2Cl)C(=O)O)cc1,-10%,-5,1%,-3%,i,0%,-1%,8%,-0.9%
Cc1ccc(C(=O)C(C)OC(=O)c2nc(Cl)ccc2Cl)cc1 (stereo not given),-8%,-20,1%,0%,i,15%,-8%,-4%,10%
Cc1ccc(C)c(CSc2nnc(CCN)o2)c1,-17%,14,1%,-4%,i,-3%,1%,-8%,-1.3%
Cc1cccc(NC(=O)C2CCN(c3nc4ccccc4[nH]3)CC2)c1C,?,.,.,.,.,12%,-20%,.,0.0%
CCOC(=O)C1CCN(C(=O)CN(c2ccc(OC)cc2)S(=O)(=O)c2c(C)nn(C)c2C)CC1,7%,4,7%,-3%,i,10%,-13%,-4%,1.7%
CCc1ccc(/C=N/NC(=O)c2ccccn2)cc1,4%,-28,?,-6%,i,0%,-61%,?,-3.9%
COc1ccccc1NS(=O)(=O)c1cc(C(=O)NCc2ccco2)ccc1C,-3%,-63*,-9%,0%,i,2%,4%,1%,8.1%
COc1ccc(Cc2nnc(NC(=O)c3cccs3)s2)cc1OC,1%,25,-18%,8%,i,1%,6%,-6%,-0.1%

# Entries of single compounds from above. Order of screens: TGFb SMAD3 inh, IL-1B inflam inh, Nrf2 block, MCF10A rerep, S2 tox, A549 tox, HepG2 tox, ATXN2 expr inh, Nrf2 ARE act
# CC1CCc2c(sc(NC(=O)C3=COCCO3)c2C(N)=O)C1 (stereo not given) is entered as 1%, -3, ?, 18%, i, -1%, -5%, ., 4.7%
# Cc1cccc(CC(=O)NC2CCS(=O)(=O)C2)c1 (stereo not given) is entered as -22%, 8, 12%, -2%, ?, -5%, -3%, 0%, -0.8%
# CCCCNC(=O)C1(C)CCN1C(=O)c1sccc1C (stereo not given) is entered as -10%, 0, ., ., i, ., -7%, 7%, -0.3%
# Cc1ccc(C(=O)C(C)OC(=O)c2nc(Cl)ccc2Cl)cc1 (stereo not given) is entered as -8%, -20, 1%, 0%, i, 15%, -8%, -4%, 10%
